Epigenetic derep: epigenetic control regulation, reporter derepression | murine LDR cells, GFP reporter derepression, 30 h | AID 1865 | Potency, µM (titrated, usually from 53.9 µM), for the others: at the top dose GFP activation, actives largely listed as activators | 280,000 tested, 0.2% active; note: potency is the fitted concentration of half-maximal effect; % of control where 0% means no effect; nearly all actives have a fitted effect of over 60% in size
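Readout is the number of GFP-expressing murine LDR cells, counted by cytometry following washing. Cells were treated with compound for 30 h at 37 C; the stably integrated CMV-GFP locus is normally silent.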
CBFb RUNX1 block: CBF-beta/RUNX1 interaction disruption | Potency, µM (top dose mostly 59.8 µM), without a hit: top-dose activity, negative = inhibition, hits mostly inhibitors | AID 1477 | AlphaScreen CBFb-His/RUNX1-biotin binding, biochemical | Q01196+Q13951 | 230,000 tested, under 10 active; note: % of control where 0% means no effect
Target sequence (Q01196 whole entry, looked up): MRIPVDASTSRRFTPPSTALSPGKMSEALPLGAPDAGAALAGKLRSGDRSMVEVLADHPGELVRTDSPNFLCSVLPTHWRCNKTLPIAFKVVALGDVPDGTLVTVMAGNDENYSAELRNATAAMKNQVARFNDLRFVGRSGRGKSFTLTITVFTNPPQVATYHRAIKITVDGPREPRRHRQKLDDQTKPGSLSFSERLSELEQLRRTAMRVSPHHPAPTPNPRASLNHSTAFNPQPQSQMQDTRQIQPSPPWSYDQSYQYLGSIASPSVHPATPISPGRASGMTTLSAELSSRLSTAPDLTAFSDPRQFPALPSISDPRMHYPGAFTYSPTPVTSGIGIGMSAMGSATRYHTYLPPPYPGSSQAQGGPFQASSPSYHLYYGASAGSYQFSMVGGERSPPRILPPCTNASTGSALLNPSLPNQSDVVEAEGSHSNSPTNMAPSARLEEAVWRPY
Target sequence (Q13951 whole entry, looked up): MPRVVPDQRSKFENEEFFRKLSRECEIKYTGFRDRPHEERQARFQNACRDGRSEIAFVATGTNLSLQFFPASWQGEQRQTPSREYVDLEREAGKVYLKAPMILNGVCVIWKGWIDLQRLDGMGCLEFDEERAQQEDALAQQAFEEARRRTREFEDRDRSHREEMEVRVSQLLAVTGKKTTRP
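Inhibition was taken as any reduction in AlphaScreen signal from the CBF-beta–RUNX1 pair (His and biotin tags, 30 nM each), measured after compound (15 min) and bead (90 min) incubations at room temperature.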
GLA spleen mod: alpha-galactosidase A (human) modulation; P06280; human spleen homogenate, 4MU-alpha-Gal fluorescence, 40 min; Potency, µM (highest dose often 80 µM), for inactives: at the highest dose activity change, negative = inhibition, most hits filed as inhibitors; 240,000 tested, 0.008% active;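 note: potency is the fitted concentration of half-maximal effect; 0% = enzyme with vehicle and -100% = no enzyme basal signal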
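Spleen homogenate 1 ug + cpd (titration) + 4-MU-alpha-D-galactopyranoside 1 mM; 37C 40 min; 50 mM citrate/phosphate pH 5.0, 0.01% Tween-20; stop pH 10; fluorescence 365/440; AC50 via Hill.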
NPSR antag: antagonists of human neuropeptide S receptor cAMP signaling; Potency, µM (series often up to 38.3 µM), inactives show top-dose activity change, negative = inhibition, most hits filed as inhibitors; Q6W5P4; CHO-NPSR cells, cAMP TR-FRET, antagonist mode; 220,000 tested, 1% active; note: potency is the fitted concentration of half-maximal effect; % is set by controls: 0 for no effect and ±100 for the full control effect; nearly all actives have a fitted effect of over 50% in size; many of its hits are not listed in these tables
Target sequence (Q6W5P4 whole entry, looked up): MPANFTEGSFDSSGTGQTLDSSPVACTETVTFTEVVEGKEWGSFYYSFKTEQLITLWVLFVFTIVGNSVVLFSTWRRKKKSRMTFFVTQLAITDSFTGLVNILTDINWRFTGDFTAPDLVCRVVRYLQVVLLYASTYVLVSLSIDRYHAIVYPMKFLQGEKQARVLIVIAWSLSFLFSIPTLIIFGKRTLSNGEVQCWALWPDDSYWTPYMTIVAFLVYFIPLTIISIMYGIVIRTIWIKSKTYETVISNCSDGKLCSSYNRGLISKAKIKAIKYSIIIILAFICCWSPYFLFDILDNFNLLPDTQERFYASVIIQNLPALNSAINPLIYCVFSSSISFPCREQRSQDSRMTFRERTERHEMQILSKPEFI
Luc counter: counter-screen: inhibitors of Kinase-Glo firefly luciferase; 200,000 tested, 0.28% active; Potency, µM (doses to about 38.3 µM), inactives show at the top dose activity change, negative = inhibition, actives largely listed as inhibitors; Q27757; Kinase-Glo luciferase, ATP luminescence, 8 min; note: potency is the fitted concentration of half-maximal effect; % is set by controls: 0 for no effect and ±100 for the full control effect; nearly all actives have a fitted effect of over 60% in size
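Compounds were added to a substrate mix at pH 7.2 (50 mM imidazole, 10 uM ATP, within the enzyme's linear range), followed by Kinase-Glo detection reagent; luminescence was measured after 8 minutes at ambient temperature.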
LMNA splice mod: LMNA splicing modulation. HeLa LMNA splicing GFP/RFP minigene ratio, 48 h. 200,000 tested, 0.01% active. AID 1487. Potency, µM (highest dose often 46.1 µM), for the others: at the highest dose ratio change, negative = inhibition, usual class: inhibitors; active = well fitted inhibition curve with a large enough effect in the signal ratio, with a control signal flat, not every such curve was filed as active; inconclusive = small, poorly fitted or top-dose-only effect, or effect the other way, or a change in a side signal; the % refers to the signal ratio; note: potency is the fitted concentration of half-maximal effect; % is set by controls: 0 for no effect and ±100 for the full control effect
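S3 HeLa cells stably expressing lamin A-EGFP splicing minigene plus DsRed2, 600 cells/well, 48 h compound exposure at 37C. Laser-scanning cytometry; analysed as GFP (500-530 nm)/RFP (575-640 nm) total intensity ratio; 0.5% DMSO vehicle.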
IMPase Li inh: membrane-permeable IMPase blocker, potentiated with lithium | AID 1457 | 210,000 tested, 0.35% active | Potency, µM (series often up to 59.4 µM), for the others: top-dose activity, negative = IMPase inhibition, most hits filed as inhibitors | CHO-M1 cells, IP1 TR-FRET (IP-One), carbachol + lithium;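 note: IP1 builds up when IMPase is blocked and the TR-FRET signal falls; potency is the fitted concentration of half-maximal effect; plate controls were basal vehicle for no effect and high inhibitor control for full effect; nearly all actives have a fitted effect of over 50% in size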
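Readout is a homogeneous TR-FRET IP1 immunoassay (Ex 320, Em 665 and 620), where raised cytosolic IP1 lowers signal. Cells were CHO-M1 treated 30 min at 37C with test compounds plus a little lithium; AC50 values came from Hill-equation fitting.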
The depositor's hits bear a star; ? = inconclusive; . = no result given; [ ] = another dose, or the depositor's remark. Unless noted, calls come from the whole dose curve; as a rule, active = well fitted curve in the direction sought with a large enough effect; inconclusive = small, poorly fitted or top-dose-only effect, or another doubt; inactive = no such curve, though single readings can be large; an effect the other way counts as inactive or inconclusive.

canonical_smiles	Epigenetic derep	CBFb RUNX1 block	GLA spleen mod	NPSR antag	Luc counter	LMNA splice mod	IMPase Li inh
COC(=O)Oc1cncc(C(=O)O)c1	-1.1%	1%	6%	-11%[46.1 µM]	-3%	2%	-9%[38.3 µM]
Cc1nc(NCc2ccccc2)c2nc(-c3ccccc3)n(CCN(C)C)c2n1	4.6%	-8%	10%	.	-1%	.	3%
N#CCCN1CCN(Cn2c3ccccc3c3ccccc32)CC1	-2.1%	3%	5%	14%[46.1 µM]	.	-3%	.
CCC1CCCCN1C(=O)Cn1c(=O)n(CCC(=O)NCc2ccco2)c(=O)c2sccc21 (stereo not given)	1.0%	5%	8%	-2%[46.1 µM]	-2%	6%	-9%[38.3 µM]
Cc1ccc(OCCOCCN2CCCCC2)c([N+](=O)[O-])c1	-6.3%	1%	0%	11%	-1%	.	14%
CCOc1ccc(NC(=O)CSc2ccc(-c3ccccn3)nn2)cc1	-0.9%	.	-1%	10%[46.1 µM]	.	-4%	.
COc1ccc(NC(=S)N/C(=N/S(=O)(=O)c2ccc(C)cc2)c2ccccc2)cc1	-1.4%	-2%	-14%	-9%	4%	3%[46 µM]	4%
COc1ccc(S(=O)(=O)N/N=C\c2ccc(OC)c(COc3ccc(C)cc3[N+](=O)[O-])c2)cc1	5.8%	0%	-11%	3%[46.1 µM]	-2%	4%	-4%
Nc1ccc2nc3c(=O)[nH]c(=S)[nH]c3nc2c1	-1.5%	.	?	-28%	.	.	.
COc1ccc(-c2cc3ccccc3oc2=O)cc1NC(=O)c1ccc(Br)o1	5.4%	11%	6%	-18%[46.1 µM]	-4%	-3%	-1%

(cont.)
canonical_smiles	Epigenetic derep	CBFb RUNX1 block	GLA spleen mod	NPSR antag	Luc counter	LMNA splice mod	IMPase Li inh
CCOc1ccccc1NC(=S)N1CCN(c2nc(-c3cccc(OC)c3)cs2)CC1	5.4%	2%	0%	-5%	2%	.	10%
Cc1cc(C(=O)CSc2nncs2)c(C)n1-c1c(C)n(C)n(-c2ccccc2)c1=O	-0.9%	6%	-4%	-9%[46.1 µM]	-5%	19%	20%[38.3 µM]
Cc1ccc(NC(=O)c2ccccc2[N+](=O)[O-])nc1	0.0%	-1%	-2%	1%	4%	-1%	-12%
CC(C)(C)c1ccc(C(=O)N2CCNCC2)cc1	0.9%	8%	12%	-2%[46.1 µM]	-3%	-4%	38%[38.3 µM]
CN(C)c1nc(-c2cccs2)cc(C(F)(F)F)c1C#N	6.5%	?	6%	17%	.	.	.
CC(=O)Oc1c(S(=O)(=O)c2ccc(C)cc2)c(C)nn1-c1ccccc1	-1.8%	-5%	-3%	-10%[46.1 µM]	-2%	7%	7%[38.3 µM]
CCOC(=O)c1c2ccc(OCC(=O)N/N=C/c3ccc(Cl)cc3)cc2n2ccccc12	-1.2%	-1%	0%	-14%[46.1 µM]	-2%	24%	-10%[38.3 µM]
CCOC(=O)NN1C(=O)c2ccccc2NC1(C)C	4.5%	7%	25%	14%	-2%	.	-10%
Cc1cc(C(=O)N/N=C/c2cc([N+](=O)[O-])cc(C)c2O)n[nH]1	-3.0%	-21%	-5%	-6%	-4%	?	-8%
N[C@H](Cn1ccc(=O)n(Cc2ccccc2C(=O)O)c1=O)C(=O)O	5.5%	23%[21.7 µM]	6%	.	0%	.	10%

Following part:
canonical_smiles	Epigenetic derep	CBFb RUNX1 block	GLA spleen mod	NPSR antag	Luc counter	LMNA splice mod	IMPase Li inh
COc1ccc(C(C(=O)NC(C)C)N(C(=O)CCC(=O)Nc2nccs2)c2ccccc2F)cc1 (stereo not given)	0.2%	-1%	-4%	3%	-2%	20%[46 µM]	4%
Cc1cc(-c2ccccc2)nc(SCC(=O)c2cccc([N+](=O)[O-])c2)n1	-2.0%	-25%	-5%	-14%[46.1 µM]	6%	5%	24%[38.3 µM]
COC(CNC(=O)C(=O)NCC1OCCN1C(=O)c1ccc(Cl)cc1)OC (stereo not given)	1.1%	-2%[2.36 µM]	1%	10%	10%	0%	3%
COc1cc(/C=N/NC(=O)c2cccs2)ccc1OCc1ccccc1	0.0%	1%	4%	-11%[46.1 µM]	-2%	6%	13%[38.3 µM]
COc1ccc(-c2c(C)n([O-])c(C)c(C)[n+]2=O)cc1	-0.1%	6%	-6%	-3%[46.1 µM]	0%	12%	-5%[38.3 µM]
COc1cc(CN2CCC(C(=O)NC3CCCC3)CC2)cc(Br)c1O	0.0%	0%	3%	16%[46.1 µM]	0%	0%	?
O=[N+]([O-])c1ccc(Cl)c(S(=O)(=O)N2CCCCCC2)c1	-0.7%	-20%	4%	-2%	7%	4%	8%
CCOC(=O)N1CCC(Nc2ccc(N3C(=O)C4CCCCC4C3=O)cc2[N+](=O)[O-])CC1 (stereo not given)	-4.8%	-14%	-1%	-11%	-2%	?	1%
COc1ccc(CN2CCNC(=O)C2CC(=O)N(C)Cc2ccncn2)c(OC)c1 (stereo not given)	-7.2%	6%	1%	-2%	5%	.	3%
COC(=O)Cn1c(=O)oc2ccc(C)cc21	0.0%	12%	-4%	-9%	4%	?	-2%

The last five records of the section before are carried over, then new ones follow.
canonical_smiles	Epigenetic derep	CBFb RUNX1 block	GLA spleen mod	NPSR antag	Luc counter	LMNA splice mod	IMPase Li inh
COc1cc(CN2CCC(C(=O)NC3CCCC3)CC2)cc(Br)c1O	0.0%	0%	3%	16%[46.1 µM]	0%	0%	?
O=[N+]([O-])c1ccc(Cl)c(S(=O)(=O)N2CCCCCC2)c1	-0.7%	-20%	4%	-2%	7%	4%	8%
CCOC(=O)N1CCC(Nc2ccc(N3C(=O)C4CCCCC4C3=O)cc2[N+](=O)[O-])CC1 (stereo not given)	-4.8%	-14%	-1%	-11%	-2%	?	1%
COc1ccc(CN2CCNC(=O)C2CC(=O)N(C)Cc2ccncn2)c(OC)c1 (stereo not given)	-7.2%	6%	1%	-2%	5%	.	3%
COC(=O)Cn1c(=O)oc2ccc(C)cc21	0.0%	12%	-4%	-9%	4%	?	-2%
CCOc1ncnc2c1[nH]c1ccccc12	-5.9%	11%	13%	3%	.	20%[46 µM]	.
COC(=O)C1=C(C)NC2=C(C(=O)CC(c3cccs3)C2)C1c1ccsc1 (stereo not given)	3.6%	13%	16%	-22%[46.1 µM]	-1%	-13%	3%[38.3 µM]
COC(=O)c1cc(OC)c(OC)cc1NC(=O)c1cc(C(C)(C)C)oc1C	1.1%	2%	12%	9%	.	-8%[46 µM]	.
Cc1csc(NS(=O)(=O)c2cccc([N+](=O)[O-])c2)n1	-0.1%	1%	7%	-9%	-2%	.	24%
Cc1ccccc1N1C(=O)c2cc(S(N)(=O)=O)c(Cl)cc2N[C@H]1C	5.5%[16.9 µM]	-8%[21.7 µM]	-11%[29.1 µM]	.	-2%[17.1 µM]	?	5%
O=c1oc2ccccc2cc1-c1ccccc1	1.6%	-4%	-1%	3%	0%	16%[46 µM]	2%
COc1ccc(/C=C(\NC(=O)c2ccc(OCC(C)C)cc2)C(=O)OCc2ccco2)cc1	-1.0%	-3%	5%	-41%	1%	?	9%
CC(C)(C)c1cc(/C=N/O)cc(C(C)(C)C)c1O	-3.6%	2%	-12%	-44%	13%	7%	5%
CC(=O)c1ccc(-c2cccs2)s1	7.5%	21%	?	-2%	-1%	?	-8%
Cc1onc(-c2ccccc2)c1C(=O)Nc1cccc(OC(C)C)c1	0.0%	13%	3%	-13%[46.1 µM]	2%	-17%	5%[38.3 µM]

The list continues.
canonical_smiles	Epigenetic derep	CBFb RUNX1 block	GLA spleen mod	NPSR antag	Luc counter	LMNA splice mod	IMPase Li inh
Cc1cccc(C2=NN(c3ccccc3)[C@@H](C(=O)N3CCOC3=O)[C@@H]2c2ccccc2)c1	-2.1%	?	13%	.	2%[39.9 µM]	.	3%
N#Cc1ccccc1	.	12%[21.7 µM]	6%	.	.	.	18%
C=CCN(C(=O)Nc1ccccc1)C1CC(=O)N(c2ccc(OC)cc2)C1=O (stereo not given)	-9.5%	4%	6%	-10%[46.1 µM]	1%	-10%	25%[38.3 µM]
CC(=O)Nc1ccc(C(=O)N2CC(=O)NC(=O)C2)cc1	8.0%	4%	0%	7%	.	.	.
CCC(C)(NC(=O)c1ccccc1)C(=O)O (stereo not given)	-9.5%	7%	-7%	5%	-1%	-6%	-9%
NS(=O)(=O)c1ccc(CNC(=O)/C=C/c2ccc(Cl)c(Cl)c2)cc1	0.0%	-5%	-2%	15%	1%	-4%	12%
Cc1cc(-c2onc(C)c2C(=O)Nc2ccc(C(F)(F)F)cc2)no1	-4.5%	1%	-12%	-31%	.	.	.
CC(=O)c1ccc(NC(=O)Nc2cccc(Cl)c2)cc1	0.8%	6%	-2%	-12%[46.1 µM]	-2%	10%	27%[38.3 µM]
CN(Cc1ccccc1)S(=O)(=O)c1cn(C)cn1	1.1%	1%	1%	-27%	.	10%[46 µM]	.
Cc1nc2ncnn2c(N2CCN(C(=O)Cc3cccs3)CC2)c1C	-1.8%	-25%	-1%	-25%[46.1 µM]	-4%	?	4%[38.3 µM]

(listing goes on)
canonical_smiles	Epigenetic derep	CBFb RUNX1 block	GLA spleen mod	NPSR antag	Luc counter	LMNA splice mod	IMPase Li inh
Cc1ccc(Cn2c(=O)n(CCC(=O)NCc3ccc4c(c3)OCO4)c(=O)c3ccccc32)cc1	1.0%	-1%	-2%	-5%[46.1 µM]	-1%	15%	-10%[38.3 µM]
CNS(=O)(=O)c1ccc(NC(=O)c2nc3nc(C)cc(C(F)F)n3n2)cc1	?	1%	5%	-6%[46.1 µM]	-2%	-2%	23%[38.3 µM]
COCCNC(=O)c1cccc(C)c1[N+](=O)[O-]	-1.0%	1%	6%	13%	-1%	-16%	4%
CSc1ccccc1NC(=O)CN(C)CC(=O)Nc1ccc(Cl)cc1F	0.0%	-13%	12%	-4%	2%	-8%	-4%
Fc1ccc2c(c1)C1C=CCC1C(c1cc3c(cc1Br)OCO3)N2 (stereo not given)	-2.0%	-11%	3%	-28%[46.1 µM]	-1%	13%	17%[38.3 µM]
O=c1[nH]cnc2c1ncn2C1CC(O)C(CO)O1 (stereo not given)	-0.4%	.	-2%	.	-3%	-4%	-2%

Part of the list above, reformatted.
> COC(=O)Cn1c(=O)oc2ccc(C)cc21
  Epigenetic derep: 0.0%; CBFb RUNX1 block: 12%; GLA spleen mod: -4%; NPSR antag: -9%; Luc counter: 4%; LMNA splice mod: ?; IMPase Li inh: -2%

> CCOc1ncnc2c1[nH]c1ccccc12
  Epigenetic derep: -5.9%; CBFb RUNX1 block: 11%; GLA spleen mod: 13%; NPSR antag: 3%; Luc counter: .; LMNA splice mod: 20%[46 µM]; IMPase Li inh: .

Source: PubChem (National Center for Advancing Translational Sciences (NCATS))

A portion of the library. The share of hits here may be higher or lower than overall.
